FBW7 act = human FBW7 E3 ligase activation, primary screen; AID 1259310; Q969H0; 650,000 tested, 0.13% active; normalized activity (activation), % at 26.1 µM; AlphaScreen FBW7–phospho-cyclin E peptide binding, activator screen; in the data active = normalized activity above about 1.9%;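 also: purified mutant Fbw7 with reduced substrate affinity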
Target sequence (Q969H0 whole entry, looked up): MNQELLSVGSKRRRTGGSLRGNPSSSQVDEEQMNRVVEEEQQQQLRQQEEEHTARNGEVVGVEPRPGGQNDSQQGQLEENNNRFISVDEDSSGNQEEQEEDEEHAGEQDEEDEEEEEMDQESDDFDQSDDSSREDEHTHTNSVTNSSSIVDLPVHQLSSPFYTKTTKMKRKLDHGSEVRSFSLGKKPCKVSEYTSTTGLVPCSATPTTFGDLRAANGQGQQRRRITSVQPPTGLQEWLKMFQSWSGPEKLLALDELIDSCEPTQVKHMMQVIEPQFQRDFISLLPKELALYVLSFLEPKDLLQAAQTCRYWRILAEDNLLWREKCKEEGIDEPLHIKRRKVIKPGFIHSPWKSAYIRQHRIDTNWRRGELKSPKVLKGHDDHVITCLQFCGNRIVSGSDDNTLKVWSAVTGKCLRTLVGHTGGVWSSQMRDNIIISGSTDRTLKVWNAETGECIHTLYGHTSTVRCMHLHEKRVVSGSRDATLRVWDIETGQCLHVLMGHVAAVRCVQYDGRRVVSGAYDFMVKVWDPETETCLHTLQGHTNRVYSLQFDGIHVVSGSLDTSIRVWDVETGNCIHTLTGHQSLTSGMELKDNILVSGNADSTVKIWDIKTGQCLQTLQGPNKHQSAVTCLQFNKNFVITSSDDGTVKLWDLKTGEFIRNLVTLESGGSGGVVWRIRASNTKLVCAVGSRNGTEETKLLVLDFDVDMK
TEAD-YAP block = TEAD-YAP interaction inhibition | HEK-TIYL cells, TEAD-Gal4/YAP UAS-luciferase luminescence | inhibition, % at 9.12 µM | 640,000 tested, 1.4% active; in the data active = inhibition above about 32%;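 also: 0% = median of test compound wells and 100% = reference inhibitor wells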
MITF inh = blocks human microphthalmia-associated transcription factor; inhibition, % at 2.6 µM; O75030; AlphaScreen MITF homodimerization, bead proximity signal; AID 1259374; 650,000 tested, 0.91% active; in the data active = inhibition above about 50%;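 also: 0% = vehicle wells with protein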
GPR151 activ = human GPR151 activation. activation, % at 11.2 µM. AID 1508602. Q8TDV0. 650,000 tested, 1% active. PathHunter beta-arrestin GPR151 cells, luminescence; in the data active = activation above about 4.9%;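 also: 0% = median of compound wells and 100% = cells with positive control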
Active calls of the source: *; & = joins results of further samples.

1) CN(C)C(CNC(=S)Nc1ccccc1Cl)c1cccnc1 (centres undefined)
2) COc1cc(OC)c(OC)cc1/C=C1\N=C(c2ccc(-c3ccccc3)cc2)OC1=O
3) CC(C)(C)c1ccc(C2=N/C(=C\c3ccc(Br)o3)C(=O)O2)cc1
4) CCOc1ccc(Nc2ccc(N3CCN(c4ccc(C(F)(F)F)cc4[N+](=O)[O-])CC3)nn2)cc1
5) Cc1ccc2c(c1)C(=O)N(CCC(=O)O)C2=O
6) O=C(Nc1sc2c(c1C(=O)Nc1ccccc1)CCCCC2)c1cccnc1
7) O=C1C(=O)N(Cc2cccnc2)C(c2ccc(O)cc2)/C1=C(\O)c1ccc(Cl)cc1 (centres undefined)
8) O=C(Nc1nc(-c2ccccc2)c(C(=O)c2ccccc2)s1)c1ccc(F)cc1

Compound | 1 | 2 | 3 | 4 | 5 | 6 | 7 | 8
FBW7 act | -0.2 | 0.1 | 0.0 | 0.0 | -0.1 | 0.1 | 0.1 | 0.0
TEAD-YAP block | 5 | 5 | -5 | -2 | -1 | -4 | -1 | 3
MITF inh | 6 | 4 | 2 | -5 | 3 | 10 | 6 | 1
GPR151 activ | -0.3 | 1.5 | 1.2 | 0.6 | 0.3 | 0.0 | 0.2 | -0.9

Gathered by group: those above containing a carbonyl joined to an NH by a bond outside any ring (2)
6) O=C(Nc1sc2c(c1C(=O)Nc1ccccc1)CCCCC2)c1cccnc1
8) O=C(Nc1nc(-c2ccccc2)c(C(=O)c2ccccc2)s1)c1ccc(F)cc1

Compound | 6 | 8
FBW7 act | 0.1 | 0.0
TEAD-YAP block | -4 | 3
MITF inh | 10 | 1
GPR151 activ | 0.0 | -0.9

More compounds follow.
9) CCOc1ccc2nc(Sc3nc(Nc4ccc(C)cc4)nc(Nc4ccc(C)cc4)n3)sc2c1
10) CCN(CC)CCCNC(=O)c1ccc(C(=O)NCCCN(CC)CC)cc1
11) Cc1cc(C)n(CC(C)Nc2nc3nonc3nc2N2CCCCC2)n1 (centres undefined)
12) CCOc1ccc(CCNC(=O)C2CCCN(c3nc4ccccc4o3)C2)cc1OCC (centres undefined)
13) CC(C)Sc1nnc(N2C(=O)CC(c3ccccc3)C3=C2CCCC3=O)s1 (centres undefined)
14) Cc1cccc(-n2cc(-c3ccccc3)c3c(NCc4ccco4)ncnc32)c1
15) O=C(c1ccccc1)c1c(O)ccc2c(C(=O)c3ccccc3)c(O)ccc12
16) COc1cc(C(=O)N=c2sc3c(OC)ccc(OC)c3n2C)cc(OC)c1OC

Compound | 9 | 10 | 11 | 12 | 13 | 14 | 15 | 16
FBW7 act | 0.0 | -0.1 | -0.1 | 0.0 | -0.2 | -0.2 | -0.1 | 0.2
TEAD-YAP block | -18 | 1 | 3 | 0 | -4 | -12 | 3 | -2
MITF inh | -7 | 1 | 12 | 4 | 3 | 7 | 3 | 1
GPR151 activ | 0.8 | -1.3 | 0.2 | -0.3 | 0.7 | -1.5 | 1.3 | 0.8

Single records, from the list above. Values in the order: FBW7 act, TEAD-YAP block, MITF inh, GPR151 activ
`CCN(CC)CCCNC(=O)c1ccc(C(=O)NCCCN(CC)CC)cc1` is entered as -0.1, 1, 1, -1.3
`Cc1cc(C)n(CC(C)Nc2nc3nonc3nc2N2CCCCC2)n1` (centres undefined) is entered as -0.1, 3, 12, 0.2

Further results follow.
17) CCOc1ccc(N=C2SC(C(=O)Nc3ccc(F)cc3)CC(=O)N2Cc2ccc(Cl)cc2)cc1 (centres undefined)
18) C=CCn1c(=O)c2c(nc3n(-c4ccc(OC)cc4)c(C)c(C)n23)n(C)c1=O
19) COc1cccc(CN(CCCO)C(=O)Nc2ccc(-c3cn[nH]c3)cc2OCCO)c1
20) O=Cc1c2ccccc2cc2ccccc12
21) FC(F)(F)c1cccc(N2CCN(c3nnnn3-c3ccccc3)CC2)c1
22) CCOC(=O)COc1cc(=O)n(CC)c2ccccc12
23) CCOC(=O)C1=C(C)N(CC(C)C)C(=O)/C1=C\c1ccc(OC)cc1
24) CCOC(=O)C1=C(COCCN)NC(C)=C(C(=O)OC)C1c1ccccc1Cl (centres undefined)

Compound | 17 | 18 | 19 | 20 | 21 | 22 | 23 | 24
FBW7 act | -0.1 | -0.1 | 0.0 | -0.6 | -0.3 | 0.7 | -0.1 | 0.3&0.1&0.0&0.0
TEAD-YAP block | 2 | -2 | -15 | -6 | 1 | -2 | -4 | -8&-3&-2
MITF inh | 2 | 5 | -3 | -1 | -9 | 20 | 7 | -2&8&0&-8
GPR151 activ | 0.8 | 1.1 | -0.6 | -0.9 | 0.5 | -1.1 | 1.5 | -1.6&-0.3&1.3&-1.3

25) O=C1CSc2cc(S(=O)(=O)N3CCN(c4ccc(Cl)cc4)CC3)ccc2N1
26) CCCC(=O)N(c1nnc(-c2cccnc2)s1)C1CCCC1
27) O=C(CCC(=O)OCC(=O)c1ccc([N+](=O)[O-])cc1)Nc1ccc(Oc2ccc(Cl)cc2Cl)cc1
28) Cc1ccc(C2CC(C(F)(F)F)n3ncc(C(=O)N(C)CCC#N)c3N2)cc1 (centres undefined)
29) O=C(NCCOC(=O)C1COc2ccccc2O1)c1cccnc1 (centres undefined)
30) CC1CCc2sc(NC(=O)C3CC3)c(C(N)=O)c2C1 (centres undefined)
31) O=C(O)CCCn1c(SCc2cc(=O)n3ccccc3n2)nc2ccsc2c1=O
32) COc1ccc(NC(=O)c2cc3ccccc3oc2=N)cc1

Compound | 25 | 26 | 27 | 28 | 29 | 30 | 31 | 32
FBW7 act | 0.0 | 0.0 | -0.1 | 0.2 | -0.2 | 0.0 | 0.1 | 0.0
TEAD-YAP block | 1 | -18 | 18 | 8 | -1 | -10 | 7 | -1
MITF inh | -3 | -22 | -7 | -2 | -8 | -5 | -7 | -1
GPR151 activ | 0.0 | -0.1 | 0.4 | -0.2 | 0.1 | -0.1 | -0.3 | 0.5

33) CCOC(=O)c1ccc(NC(=O)c2cc(OC)cc(OC)c2)cc1
34) Cc1nn(S(=O)(=O)N2CCOCC2)c(C)c1Cl
35) COc1ccc(C2CC(c3cccs3)=NN2C(=O)CSc2ncccn2)cc1 (centres undefined)
36) C/C(Cn1nnc2ccccc21)=N\NC(=O)c1cccnc1
37) COc1cc(C(=O)Nc2ncc(Cc3ccc(Cl)cc3)s2)cc(OC)c1OC
38) O=C1NCCN(Cc2c(F)cccc2Cl)C1CC(=O)N1CCCCCCC1 (centres undefined)
39) O=[N+]([O-])c1cnc(Nc2ccc(Cl)c(C(F)(F)F)c2)c([N+](=O)[O-])c1
40) CCc1cccc(O[C@@H]2O[C@H](CO)[C@@H](O)[C@H](O)[C@H]2NC(C)=O)c1

Compound | 33 | 34 | 35 | 36 | 37 | 38 | 39 | 40
FBW7 act | -0.1 | 0.0 | 0.1 | -0.1 | -0.1 | -0.1 | 0.1 | 0.1
TEAD-YAP block | -4 | 9 | 0 | 5 | 58* | -3 | 24 | 0
MITF inh | -5 | -10 | -8 | 9 | -3 | -5 | 29 | -5
GPR151 activ | -6.7 | 1.6 | 1.2 | -0.1 | 0.4 | 0.3 | -0.7 | 1.3

41) COc1ccccc1NC(=O)c1cc(S(=O)(=O)NC2CCC(C)CC2)ccc1F (centres undefined)
42) CC(=O)COC(=O)C1CCN(S(=O)(=O)c2ccc3ccccc3c2)CC1
43) NN1C(=O)C2C3c4ccccc4C(c4ccccc43)C2C1=O (centres undefined)
44) CC(CS(=O)(=O)c1ccc2ccccc2c1)N1CCCCC1 (centres undefined)
45) COC1(c2ccccc2)CC1C(=O)N/N=C/c1ccc(N(C)C)cc1 (centres undefined)
46) COc1ccc(C(c2nnnn2Cc2ccc(F)cc2)N2CCC(C(N)=O)CC2)cc1 (centres undefined)
47) COc1cn(CC(=O)Nc2ccc3c(c2)OCO3)c(CN2CCC(C)CC2)cc1=O
48) Cc1nc2sc(-c3ccc([N+](=O)[O-])o3)c(N)c2c(C)c1Cl

Compound | 41 | 42 | 43 | 44 | 45 | 46 | 47 | 48
FBW7 act | 0.0 | 0.1 | 0.1 | 0.3 | -0.1 | -0.1 | 0.2 | 0.0
TEAD-YAP block | -5 | 1 | -4 | 33* | 3 | -2 | -1 | 2
MITF inh | -2 | 10 | 4 | -6 | 10 | -7 | 0 | 10
GPR151 activ | 1.7 | -0.6 | -0.2 | 0.8 | 3.9 | 0.9 | 1.2 | -1.1

49) CN(C)CCNC(=S)Nc1ccccc1
50) CCC(C)OC(=O)C1=C(C)NC2=C(C(=O)CC(c3ccccc3)C2)C1c1ccc(O)cc1 (centres undefined)
51) CCC(=O)Nc1nc(-c2ccc(C(=O)OC)cc2)nc2c1c(=O)oc1ccccc12
52) OCc1cc(Cl)ccc1OCc1cccc(F)c1
53) CCNc1nc(NCC)nc(Nn2c(=S)[nH]c3sc4c(c3c2=O)CCCC4)n1
54) CCSc1nnc(-c2ccc3[nH]c(C)c(C)c3c2)o1
55) Cc1cc(Cl)ccc1NC(=O)C(=O)NCCO
56) COc1cc(/C=N/NC(=O)C(C)Nc2ccccc2OC)ccc1O (centres undefined)

Compound | 49 | 50 | 51 | 52 | 53 | 54 | 55 | 56
FBW7 act | 0.5 | 0.0 | 0.1 | -0.1 | 0.0 | 0.8 | -0.2 | -0.1
TEAD-YAP block | -1 | 4 | 6 | -18 | 3 | 5 | -7 | 5
MITF inh | 12 | 3 | 3 | -9 | 14 | 18 | 3 | -4
GPR151 activ | -0.5 | 1.2 | -1.0 | 0.3 | 0.7 | 0.1 | -1.4 | 0.8

Down the list, as entered above:
GPR151 activ, nos. 49 to 56: -0.5, 1.2, -1.0, 0.3, 0.7, 0.1, -1.4, 0.8
TEAD-YAP block, nos. 49 to 56: -1, 4, 6, -18, 3, 5, -7, 5

More results
57) O=C1Nc2ccccc2/C1=N\n1cnc2c(cnn2-c2ccccc2)c1=O
58) O=c1[nH]c2ccccc2nc1N/N=C/c1ccc(O)cc1
59) COC(=O)C1=C(C)N(c2ccc(OC)c(OC)c2)C(=O)/C1=C\c1ccc(F)cc1
60) COc1ccc(CC(=O)N2CCN(c3cc(Oc4ccccc4)nc(C)n3)CC2)cc1
61) N[C@H](CCc1ccccc1)c1nc2ccc(-c3cn[nH]c3)cc2c(=O)[nH]1
62) O=C(CN1N=NC2C(=O)N(c3ccc(F)cc3)C(=O)C21)Nc1ccccc1 (centres undefined)
63) CCOC(=O)c1cc2c(=O)n3ccccc3nc2n(CCOC)c1=NC(=O)c1cccs1
64) COc1c(Cl)cc(Br)cc1/C=C/C(=O)O

Compound | 57 | 58 | 59 | 60 | 61 | 62 | 63 | 64
FBW7 act | -0.1 | 0.0 | 0.1 | 0.1 | -0.5 | 0.1 | -0.1 | 0.1
TEAD-YAP block | -8 | -5 | 2 | 3 | -4 | 14 | -16 | -2
MITF inh | -9 | -2 | -12 | -2 | 17 | 16 | 1 | 9
GPR151 activ | -0.1 | 0.8 | 0.8 | 3.4 | 1.0 | -0.3 | -0.5 | 2.6

65) CCC(=O)N(CCCN1CCCC1=O)Cc1cc2c(OC)ccc(OC)c2nc1N(C)C
66) COc1cc(/C=N/NC(=O)c2ccncc2)ccc1Oc1ccc([N+](=O)[O-])cc1[N+](=O)[O-]
67) Cc1ccc(CCNC(=O)c2cnn3c(C)c(Cc4cc(C)ccc4C)c(C)nc23)cc1
68) CCC1=C[C@@H]2CN(C1)Cc1c([nH]c3ccccc13)[C@@](C(=O)OC)(c1cc3c(cc1OC)N(C)[C@H]1[C@@](O)(C(=O)OC)[C@H](OC(C)=O)[C@]4(CC)C=CCN5CC[C@]31[C@@H]54)C2
69) Cc1cc(C)c(S(=O)(=O)NCC(=O)O)c(C)c1
70) O=C(Nc1nnc(-c2ccncc2)s1)c1ccccc1[N+](=O)[O-]
71) CCNc1nc(Nc2ccccc2)c2ncn(Cc3ccc(C(F)(F)F)cc3)c2n1
72) COc1ccccc1NC(=S)NCCN1CCOCC1

Compound | 65 | 66 | 67 | 68 | 69 | 70 | 71 | 72
FBW7 act | 1.0 | 0.0 | 0.1 | 0.0&0.0 | 0.2 | -0.2 | 0.1 | 0.1
TEAD-YAP block | -12 | -5 | -7 | 65* | -9 | -6 | -23 | 8
MITF inh | 26 | 15 | 11 | 19&-1 | 10 | 18 | 9 | 12
GPR151 activ | -1.3 | 1.0 | -0.3 | -0.5&1.0 | 2.7 | 0.3 | 0.6 | 0.3

2 compounds picked at random from those above, as already listed:
53) CCNc1nc(NCC)nc(Nn2c(=S)[nH]c3sc4c(c3c2=O)CCCC4)n1
64) COc1c(Cl)cc(Br)cc1/C=C/C(=O)O

Compound | 53 | 64
FBW7 act | 0.0 | 0.1
TEAD-YAP block | 3 | -2
MITF inh | 14 | 9
GPR151 activ | 0.7 | 2.6

Remaining list, next part.
73) O=C(Nc1c(-c2ccccc2)nc2ccccn12)c1ccco1
74) O=C1CC(Cc2ccccc2)C(=O)N1c1ccccc1F (centres undefined)
75) CC(=O)c1cccc(NC(=O)CCCSc2ccccc2)c1
76) CSc1nc2sccn2c(=O)c1C(=O)N(C)CCO
77) C#CCOc1cccc(/C=C2/C(=O)NC(=O)N(c3cccc([N+](=O)[O-])c3)C2=O)c1
78) CCc1ccc2oc(-c3cc(NC(=O)c4cc(Cl)ccc4Cl)ccc3O)nc2c1
79) O=C(CSc1ncnc2nc[nH]c12)c1ccccc1

Compound | 73 | 74 | 75 | 76 | 77 | 78 | 79
FBW7 act | -0.1 | -0.2 | 0.2 | -0.2 | 0.0 | 0.2 | 0.0
TEAD-YAP block | -9 | 1 | -8 | 7 | 6 | -2 | -45
MITF inh | 1 | -4 | 0 | 2 | -16 | -8 | -1
GPR151 activ | 0.6 | 0.8 | -1.6 | 0.2 | -2.3 | -1.7 | -4.9
